# KDM5B inhibitor – inhibitors of human KDM5B histone demethylase. AID 1347165. Q9UGL1. KDM5B demethylase, FDH-coupled NADH fluorescence (FDH is formaldehyde dehydrogenase). Potency, µM (titrated, usually from 57.7 µM), for inactives: at the top dose activity change, negative = inhibition, usual class: inhibitors. actives 2.6% (n = 220,000); active = well fitted inhibition curve with a large enough effect; inconclusive = small, poorly fitted or top-dose-only effect; inactive = no such curve, though single readings can be large or run the other way; note: 0% is about no effect; nearly all actives have a fitted effect of over 70% in size
# Target sequence (Q9UGL1 whole entry, looked up): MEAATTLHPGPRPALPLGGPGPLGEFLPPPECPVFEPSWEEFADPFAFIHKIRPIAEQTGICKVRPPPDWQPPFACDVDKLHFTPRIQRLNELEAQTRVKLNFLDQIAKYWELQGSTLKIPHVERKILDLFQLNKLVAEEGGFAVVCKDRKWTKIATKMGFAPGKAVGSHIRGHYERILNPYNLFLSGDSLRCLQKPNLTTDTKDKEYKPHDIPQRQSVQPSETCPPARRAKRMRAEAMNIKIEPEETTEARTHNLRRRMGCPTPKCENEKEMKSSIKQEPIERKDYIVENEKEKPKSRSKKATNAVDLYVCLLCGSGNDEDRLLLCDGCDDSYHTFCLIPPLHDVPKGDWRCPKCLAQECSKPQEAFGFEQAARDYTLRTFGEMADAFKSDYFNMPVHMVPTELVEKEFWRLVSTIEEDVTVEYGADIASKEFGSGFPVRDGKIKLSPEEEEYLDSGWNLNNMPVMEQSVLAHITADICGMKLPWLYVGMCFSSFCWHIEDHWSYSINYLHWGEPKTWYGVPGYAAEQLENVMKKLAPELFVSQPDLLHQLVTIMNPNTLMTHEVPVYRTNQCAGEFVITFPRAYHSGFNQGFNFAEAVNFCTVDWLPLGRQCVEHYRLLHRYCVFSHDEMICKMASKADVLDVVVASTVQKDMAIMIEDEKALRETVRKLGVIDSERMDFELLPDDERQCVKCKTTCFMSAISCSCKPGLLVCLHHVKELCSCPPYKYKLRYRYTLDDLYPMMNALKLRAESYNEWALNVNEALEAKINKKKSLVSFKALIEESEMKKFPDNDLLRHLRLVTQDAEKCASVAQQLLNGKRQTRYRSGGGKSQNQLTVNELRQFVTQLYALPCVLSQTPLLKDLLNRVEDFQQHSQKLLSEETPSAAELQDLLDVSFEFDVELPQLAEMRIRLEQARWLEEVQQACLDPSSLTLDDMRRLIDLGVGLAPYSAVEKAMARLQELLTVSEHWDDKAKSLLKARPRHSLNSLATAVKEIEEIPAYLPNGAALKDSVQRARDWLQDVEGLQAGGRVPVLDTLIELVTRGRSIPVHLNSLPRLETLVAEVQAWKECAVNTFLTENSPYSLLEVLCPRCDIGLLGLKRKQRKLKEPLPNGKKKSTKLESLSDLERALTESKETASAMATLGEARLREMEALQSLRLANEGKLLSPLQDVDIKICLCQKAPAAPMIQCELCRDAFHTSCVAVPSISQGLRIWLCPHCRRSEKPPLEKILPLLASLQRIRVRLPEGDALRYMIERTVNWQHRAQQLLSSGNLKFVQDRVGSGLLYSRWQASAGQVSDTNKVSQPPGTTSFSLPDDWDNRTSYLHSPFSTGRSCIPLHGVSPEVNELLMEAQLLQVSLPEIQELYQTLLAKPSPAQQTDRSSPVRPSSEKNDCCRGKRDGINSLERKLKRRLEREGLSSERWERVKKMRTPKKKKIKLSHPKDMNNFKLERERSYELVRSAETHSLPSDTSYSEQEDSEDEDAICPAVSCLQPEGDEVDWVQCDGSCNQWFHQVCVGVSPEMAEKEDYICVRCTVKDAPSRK
#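 qHTS format, multiple compound concentrations. Buffer 50 mM HEPES pH 7.5/0.01% Tween-20; 200 nM KDM5BΔAP final; 10 min compound preincubation; substrate-mix levels 12.5 µM peptide, 25 µM α-KG, 0.25 mM NAD⁺; 30 min RT; ΔRFU.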
# An asterisk follows results filed as active; ? = inconclusive; & = joins results of further samples; [ ] = remark or other dose. Potency is the fitted concentration of half-maximal effect. Only part of the results is shown. The share of hits here may be higher or lower than overall.
Molecule | KDM5B inhibitor
O=c1c2c(n(Cc3cccnc3)n1CCc1ccccc1)CN(CC1CC1)CC2 | ?
Nc1nc(SCc2nc(-c3cccc(C(F)(F)F)c3)no2)n[nH]1 | 10%
Cc1ccc(CNS(=O)(=O)c2ccc(CCC(=O)O)cc2)cc1 | -12%
CCc1noc(-c2nnn3c2COC(c2ccc(Cl)cc2)C3)n1 (configuration not stated) | -29%
Cc1nnc(SCC(=O)NC2CCCCCC2)n1C | 31%
Cc1ccccc1C(=O)N/N=C1\CC(=O)CC(C)(C)C1 | -6%
O=C1CCCN2N=C(SCC(=O)Nc3ccc(Cl)cc3)SC2=N1 | -16%
Cn1nnnc1Sc1ccc(S(=O)(=O)N2CCCCC2)cn1 | 11%
COc1ccc(Nc2nc(N)nc(CCl)n2)cc1 | 12%
O=C(O)c1cc(-c2ccccn2)nc2ccc(Cl)cc12 | 3%
c1ccc(COc2ccc3cc[nH]c3c2)cc1 | 14%
COc1cc(-c2c(NC(=O)c3ccc(F)cc3)oc3ccccc3c2=O)cc(OC)c1OC | 16%
COc1cccc2c1cc1c(=O)n(CC(=O)N3CCN(c4cccc(C)c4C)CC3)nc(C)n12 | ?
O=C(c1ccco1)N1CC(Oc2ccc(-c3nc(-c4ccccc4)no3)cc2)C1 | 5%
O=C(C[n+]1cc(-c2ccc(Cl)cc2)n2c1CCC2)Nc1nc(-c2ccccc2)cs1 | 2%
CCNC(=S)N(CCc1c(C)[nH]c2ccc(Cl)cc12)Cc1cccnc1 | 36%
COc1ccc(/C=C2\N=C(SC)SC2=O)cc1C | 8%
Cc1nc2nc[nH]n2c(=O)c1NC(=O)Nc1cccc(C(F)(F)F)c1 | 15%
COC(=O)c1ccc(OCc2cc(OC)c(Br)cc2OC)cc1 | 7%
Cc1ccc(-c2nn3c(C)nnc3c3ccccc23)cc1S(=O)(=O)NC(C)(C)CO | ?

# Reformatted with values ahead of the structure: entries from further up
KDM5B inhibitor	mol
?	O=c1c2c(n(Cc3cccnc3)n1CCc1ccccc1)CN(CC1CC1)CC2
10%	Nc1nc(SCc2nc(-c3cccc(C(F)(F)F)c3)no2)n[nH]1
-12%	Cc1ccc(CNS(=O)(=O)c2ccc(CCC(=O)O)cc2)cc1
-29%	CCc1noc(-c2nnn3c2COC(c2ccc(Cl)cc2)C3)n1 (configuration not stated)
31%	Cc1nnc(SCC(=O)NC2CCCCCC2)n1C
-6%	Cc1ccccc1C(=O)N/N=C1\CC(=O)CC(C)(C)C1
-16%	O=C1CCCN2N=C(SCC(=O)Nc3ccc(Cl)cc3)SC2=N1
11%	Cn1nnnc1Sc1ccc(S(=O)(=O)N2CCCCC2)cn1
12%	COc1ccc(Nc2nc(N)nc(CCl)n2)cc1
3%	O=C(O)c1cc(-c2ccccn2)nc2ccc(Cl)cc12
14%	c1ccc(COc2ccc3cc[nH]c3c2)cc1
16%	COc1cc(-c2c(NC(=O)c3ccc(F)cc3)oc3ccccc3c2=O)cc(OC)c1OC
?	COc1cccc2c1cc1c(=O)n(CC(=O)N3CCN(c4cccc(C)c4C)CC3)nc(C)n12
5%	O=C(c1ccco1)N1CC(Oc2ccc(-c3nc(-c4ccccc4)no3)cc2)C1
2%	O=C(C[n+]1cc(-c2ccc(Cl)cc2)n2c1CCC2)Nc1nc(-c2ccccc2)cs1
36%	CCNC(=S)N(CCc1c(C)[nH]c2ccc(Cl)cc12)Cc1cccnc1
8%	COc1ccc(/C=C2\N=C(SC)SC2=O)cc1C
15%	Cc1nc2nc[nH]n2c(=O)c1NC(=O)Nc1cccc(C(F)(F)F)c1
7%	COC(=O)c1ccc(OCc2cc(OC)c(Br)cc2OC)cc1
?	Cc1ccc(-c2nn3c(C)nnc3c3ccccc23)cc1S(=O)(=O)NC(C)(C)CO

# (next part)
Molecule | KDM5B inhibitor
COc1cc(C2NC(=O)N(C)C(C)=C2C(=O)OC2CCCC2)cc(Br)c1O (configuration not stated) | ?
O=C(/C=C/c1cccc(Cl)c1)NC1CCCC1 | 18%
O=C(CC1Sc2ccccc2NC1=O)Nc1cccc(C(F)(F)F)c1 (configuration not stated) | -3%
O=C(NCC(F)(F)F)C1CCCN(Cc2cccc(F)c2)C1 (configuration not stated) | 23%
CC(C)(C)c1ccc(-c2cc(C[C@H]3CNCC[C@H]3CC(=O)N3CCN(c4ccc(F)cc4)CC3)no2)cc1 | -20%
Cc1ccc(C)c2c(=O)cc(CNC(CCn3cncn3)c3ccccc3)[nH]c12 (configuration not stated) | ?
COc1ccc(-c2c(C)c3ccc(O)c(CN4CCN(C)CC4)c3oc2=O)cc1OC | ?
O=C(Oc1ccccc1F)c1nc(SCc2ccc(F)cc2)ncc1Cl | -10%
O=C(C1=C(c2ccccc2)S(=O)(=O)CCO1)N(Cc1cccc(Cl)c1)c1ccccn1 | 9%
CCC(=O)N1CCc2cc(S(=O)(=O)CCC(=O)NCc3ccccc3OC)ccc21 | 434%[activator]
COc1ccc(CNC(=O)Cn2c(=O)c3c(ncn3C)n(C)c2=O)cc1 | 22%
COc1cccc(CC(=O)N2CCC3(CC2)CN(C2CCC2)CC3CO)c1 (configuration not stated) | -36%
O=C(COc1ncnc2ccccc12)Nc1cccc(F)c1 | 15%
CCC1=C(c2ccc(C)cc2)S(=O)(=O)N=C1N1CCC(C(=O)NCCc2ccc(Cl)cc2)CC1 | -7%
COCCN1C(=O)CS(=O)C12CCN(C(=O)Nc1ccc(OC)cc1)CC2 (configuration not stated) | 35%
COCCNC(=O)CC1=CSC2=NC(C)=C(C(=O)Nc3ccccc3)C(c3cccc(C)c3)N12 (configuration not stated) | ?
COC(=O)C(CCSC)NC(=O)c1cc2c(n(-c3ccc(Cl)cc3)c1=O)CCCC2=O (configuration not stated) | ?
COc1cccc(-c2nc(S(=O)(=O)c3ccccc3)c(N3CCCCC3)o2)c1 | -7%
COc1ccc(N/N=C(\C#N)C(=N)N2CCCCC2)cc1 | 4%
CC(=O)Nc1c(C)nn(-c2ccccc2)c1N1CCC(C(=O)Nc2ccccc2C(F)(F)F)CC1 | 3%

# (continued)
Molecule | KDM5B inhibitor
COc1cc(C(=O)Nc2oc3c(C)cccc3c(=O)c2-c2ccccc2)cc(OC)c1OC | -2%
O=C(NC1CC1)[C@@H]1CN(CCCc2ccccc2)C[C@H]1CO | -6%
COc1cccc(-c2nc(SCc3cc(=O)c4cc(Cl)ccc4[nH]3)n[nH]2)c1 | 14%&-4%
COc1ccc2c(c1)cc(C(=O)Nc1cccc(Cl)c1)n2C | -6%
O=C(/C=C/c1cc(Br)cc(Br)c1O)c1ccccc1 | ?
CCNC(=S)N/N=C/c1cccc(F)c1 | 2%
Cc1nccn1CCCC(=O)N1CC[C@](C)(O)[C@H](C)C1 | ?
O=C(NC1CCOCC1)c1ccc2c(c1)OCCN(c1ccccc1)C2 | -23%[86.2 µM]
O=C(c1ccon1)N1CCN(Cc2cnn3cccnc23)CC(O)C1 (configuration not stated) | 4%
Cc1cccc(C)c1NC(=O)N(C)CC1CCOCC1 | -7%
Cc1ccc2cccc(NC(=O)c3ccc(-c4ccc(Cl)cc4Cl)o3)c2n1 | 12%
COc1ccc(-c2nn(-c3ccccc3)cc2CN2CCOC(C)(C)C2)c(F)c1 | -30%
C#CCN(C)C(=O)[C@@H](C)C1CC[C@@]2(C)Cc3sc(NC)nc3[C@@H](C)[C@@H]2[C@H]1O (some centres not stated) | -18%[86.2 µM]
COc1ccc(OC)c(CCNC(=O)C2CCN(c3ncnc4c3nc3n4CCCCC3)CC2)c1 | -9%
COc1ccc(NC(=O)CN(C)CC(=O)Nc2ccccc2)cc1 | -10%
Cc1ccc(-c2csc(NC(=O)C[n+]3cc(-c4ccccc4)n4c3CCC4)n2)cc1 | 13%
O=C(CCc1ccccc1)Nc1ccc(NC(=O)c2ccco2)cc1 | 7%
O=c1[nH]cccc1NS(=O)(=O)c1ccc(Cl)c(C(F)(F)F)c1 | ?
CCCOc1ccc2ccccc2c1CN(C)C(=O)c1n[nH]c(=O)c2ccccc12 | 21%
Cc1cc(C)nc(NNC(=O)CCNC(=O)c2ccccc2C)n1 | -3%

> NC(=O)CNC(=O)C1=C[C@@H](NC(=O)NC2CCCCC2)[C@@H](O)[C@H](O)C1
  KDM5B inhibitor = -29%[86.2 µM]

> Cc1ccc(-c2nn(CCC(=O)Nc3cccc4ccccc34)c(=O)c3ccccc23)cc1
  KDM5B inhibitor = -4%

> CC1=C[C@@H](CNC(=O)c2ccccn2)[C@H](C(C)C)C[C@H]1CC(=O)N1CCN(C)CC1
  KDM5B inhibitor = -19%[86.2 µM]

> CCCCn1nnc(NCc2ccc(Cl)cc2)n1
  KDM5B inhibitor = 8%

> Cn1nccc1C(=O)N1CCC(OC2CCN(Cc3cccnc3)CC2)CC1
  KDM5B inhibitor = 6%

> CN(C)S(=O)(=O)N(CC(=O)Nc1ccc(C(F)(F)F)cc1)c1ccccc1
  KDM5B inhibitor = -17%

> COc1ccccc1C1CCCN1C(=O)c1oc2ccc(C)cc2c1C (configuration not stated)
  KDM5B inhibitor = -11%

> COc1cccc(NC(=O)c2c(C)oc3ccn(Cc4ccc(F)cc4)c(=O)c23)c1
  KDM5B inhibitor = ?

> O=S(=O)(c1ccc2c(c1)OCCO2)c1nc(-c2ccccc2F)oc1NCCN1CCOCC1
  KDM5B inhibitor = -5%

> Cc1cc(N2CCN(C)CC2)nc2ccc(NC(=O)Nc3ccccc3Br)cc12
  KDM5B inhibitor = ?

> Cc1noc(C(C)N2CCN(c3oc(-c4ccco4)nc3C#N)CC2)n1 (configuration not stated)
  KDM5B inhibitor = ?

> CCOC(=O)c1cc2c(=O)n3ccccc3nc2n(Cc2ccco2)c1=NC(=O)c1ccc(C(C)(C)C)cc1
  KDM5B inhibitor = ?

> O=C(c1cc(-c2ccccc2)n[nH]1)N1CCC(N2CC3CC(C2)[C@H]2CCCC(=O)N2C3)CC1 (some centres not stated)
  KDM5B inhibitor = 15%

> O=C(Nc1cc(Cl)ccc1Cl)C1CC2CC3CCC1C3C2 (configuration not stated)
  KDM5B inhibitor = 24%

> O=S(=O)(NCCS(=O)(=O)N1CCN(c2ccccc2)CC1)c1ccc(Br)cc1
  KDM5B inhibitor = -4%

> Cc1cc(C(=O)Cn2c(Cl)nc3c2c(=O)n(C)c(=O)n3C)c(C)n1CCc1ccccc1
  KDM5B inhibitor = 0%

> COc1ccccc1CNC(=O)c1cnc2c(-c3ccccc3)c(C)nn2c1C
  KDM5B inhibitor = -16%

> COc1ccc(CN2Cc3[nH]nc(-c4cnc(OC)nc4)c3CC2=O)cc1
  KDM5B inhibitor = -3%[86.2 µM]

> COc1ccc(CN2CC[C@H]3COC(=O)N3c3cc(C)ccc3C2)cc1
  KDM5B inhibitor = 0%[86.2 µM]

> Cc1ccc(N2CCN(C(=O)c3noc(-c4ccc(F)cc4)n3)CC2)c(C)c1
  KDM5B inhibitor = ?

# Some of these compounds in order of the KDM5B inhibitor value, descending.
> O=C(c1cc(-c2ccccc2)n[nH]1)N1CCC(N2CC3CC(C2)[C@H]2CCCC(=O)N2C3)CC1 (some centres not stated)
  KDM5B inhibitor = 15%

> O=S(=O)(NCCS(=O)(=O)N1CCN(c2ccccc2)CC1)c1ccc(Br)cc1
  KDM5B inhibitor = -4%

> COc1ccccc1CNC(=O)c1cnc2c(-c3ccccc3)c(C)nn2c1C
  KDM5B inhibitor = -16%

# Additional records.
> Cc1ccc2[nH]c(C)c(CC(=O)NCC(F)(F)F)c2c1
  KDM5B inhibitor = 9%

> CCc1ccccc1NS(=O)(=O)c1ccc2nc(-c3ccccc3)[nH]c2c1
  KDM5B inhibitor = -6%

> O=C(NCCc1cccs1)c1ccc(Cn2c(SCc3ccccc3)nc3cccnc32)cc1
  KDM5B inhibitor = ?

> CC(=O)NC(C)c1ccc([N+](=O)[O-])cc1 (configuration not stated)
  KDM5B inhibitor = 19%

> Cc1ccc(N2CC(C(=O)N3CCCCCC3)CC2=O)cc1 (configuration not stated)
  KDM5B inhibitor = -11%

> COCCc1noc(C2CN(S(=O)(=O)c3ccc(C#N)cc3)C2)n1
  KDM5B inhibitor = -17%

> CCOc1cc(CN(C)C(=O)c2cc(C)sc2NC(=O)C(C)(C)C)ccc1OC
  KDM5B inhibitor = 0%

> O=C(Cn1ccc2cc(Cl)ccc21)Nc1ccc2[nH]ccc2c1
  KDM5B inhibitor = -9%

> O=C(Cn1nc(N2CCN(c3ccccc3)CC2)ccc1=O)Nc1ccccc1
  KDM5B inhibitor = -8%

> Cc1nn(C)cc1S(=O)(=O)Nc1ccn(Cc2c(F)cccc2Cl)n1
  KDM5B inhibitor = 18%

> CCC/C=N/NC(=O)c1ccc(C)cc1C
  KDM5B inhibitor = 35%[activator]

> CCOC(=O)c1cc2cc(C(=O)O)ccc2[nH]1
  KDM5B inhibitor = ?

> CCc1ccc2[nH]cc(S(=O)(=O)c3ccc(C)c(C)c3)c(=O)c2c1
  KDM5B inhibitor = -26%

> CCOc1ccc(-c2cn3c(n2)sc2cc(C(=O)NC(C)C45CC6CC(CC(C6)C4)C5)ccc23)cc1 (configuration not stated)
  KDM5B inhibitor = ?

> CC(CNC(=O)Cn1c(-c2cccs2)cc2ccccc21)c1ccccc1 (configuration not stated)
  KDM5B inhibitor = ?

> Cc1ccc(C(=O)c2oc3ccccc3c2NC(=O)Cc2coc3c(C)c(C)ccc23)cc1
  KDM5B inhibitor = -6%

> COCCN1C(=O)NC(c2cccc(Cl)c2Cl)C(C(=O)Nc2cc(C)on2)=C1C (configuration not stated)
  KDM5B inhibitor = 7%

> Cc1noc2c(N3CC[S+](=O)([O-])CC3)cc(-c3cccnc3)nc12
  KDM5B inhibitor = -6%[86.2 µM]

> COc1ccc2c(c1)CN(C(=O)C1CCCC1)CC[C@H]1COC(=O)N21
  KDM5B inhibitor = 21%[86.2 µM]

> CCNc1c(NS(=O)(=O)c2ccc(C)c(C)c2)c(=O)oc2ccccc12
  KDM5B inhibitor = -19%

> Cn1c2ccccc2c2ncn(Cc3ccc(F)cc3)c(=O)c21
  KDM5B inhibitor = ?
